High-throughput results: PubChem, several laboratories
NPR1 activator = GC-A stimulated cGMP production enhancers – HEK293 GC-A cells, cGMP TR-FRET, EC30 ANP, primary screen | Atrial natriuretic peptide receptor 1 (Homo sapiens), P16066 | 0% at EC30 ANP, 100% saturating ANP | activation, % at 10 µM | 370,000 tested, 0.14% active; in the data active = activation above about 40%
DAX1 inh-1 = DAX1 (NR0B1) inhibitors, primary screen, cell-based, HEK293, Gal4-DAX1, luciferase luminescence | Nuclear receptor subfamily 0 group B member 1 (Homo sapiens), P51843 | HEK293 Gal4-DAX1 luciferase reporter | inhibition, % at 6.75 µM | 340,000 tested, 0.99% active | AID 504766, 2011;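 active = inhibition above the mean over all tested compounds plus 3 SD, cut at about 4.2% in these data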;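 also: 0% = DAX1-transfected cells with DMSO and 100% = empty-vector control cells with DMSO; inhibition shows as a rise in luminescence from relieved DAX1 repression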
Target sequence (P51843 207-470 limits assumed): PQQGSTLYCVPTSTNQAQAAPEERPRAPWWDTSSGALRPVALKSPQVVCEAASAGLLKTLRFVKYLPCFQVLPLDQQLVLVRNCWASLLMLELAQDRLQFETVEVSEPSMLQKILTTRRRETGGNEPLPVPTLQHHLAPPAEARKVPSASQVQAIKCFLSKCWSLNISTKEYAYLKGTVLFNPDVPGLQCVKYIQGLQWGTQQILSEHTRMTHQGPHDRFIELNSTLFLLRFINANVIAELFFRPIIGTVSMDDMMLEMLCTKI
hcDAF12 agonist = H. contortus DAF-12 nuclear receptor activators, primary screen, cell-based, luminescence, HEK293, lit1-tk-luc reporter. 370,000 tested, 1.4% active. HEK293 hcDAF-12 lit1-tk-luc reporter; 0% DMSO, 100% Δ7-dafachronic acid. activation, % at 6.8 µM;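 active = activation above the mean of all tested compounds plus 3 SD, cut at about 5.5% in these data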;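 also: 100% = response to 3 µM Δ7-dafachronic acid high control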
SMARCA2 activ = SMARCA2 (BRM) function activators, primary screen, cell-based, luminescence, high throughput; MG213 cells, MMTV-luciferase reporter, dexamethasone, overnight; activation, % at 9.1 µM; AID 652017, 2013; 370,000 tested, 1% active; in the data active = activation above about 7.8%;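 also: 0% = vehicle wells and 100% = reference activator wells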
ADAM17 inh = ADAM17 inhibitors, primary screen, biochemical, QFRET | inhibition, % at 6.95 µM | 370,000 tested, 0.83% active | recombinant ADAM17, EDANS/DABCYL FRET peptide cleavage;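 active = inhibition above the mean of compounds lying between control limits plus 3 SD, set per campaign, cut at about 8.5% in these data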;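 also: 0% = DMSO-only wells as the low control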
PG9 Ab binder = binders of HIV-1 gp120 antibody PG9, primary screen, biochemical, TR-FRET. HIV-1 gp120 / PG9 antibody interaction. TR-FRET gp120-PG9 antibody binding. inhibition, % at 6.7 µM. 360,000 tested, 0.43% active. AID 624416, 2012; in the data active = inhibition above about 8.5%
GAA850 FXN act = FXN promoter activators, primary screen, cell-based, luciferase luminescence, HEK293 lucGAA850 | HEK293 lucGAA850 FXN promoter luciferase reporter, 24 h; percent of 10 µM SAHA response | 360,000 tested, 0.56% active | activation, % at 6 µM;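 active = activation above the average of all compounds screened plus 3 SD, cutoff fixed separately per campaign, cut at about 7.5% in these data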;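 also: 0% = DMSO wells and 100% = 10 µM SAHA wells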
hgDAF-12 ag = H. glycines DAF-12 receptor agonists, primary screen, cell-based, luminescence, HEK293, GAL4 fusion, UAS-luciferase. Nuclear hormone receptor DAF-12 (Heterodera glycines), GAL4 fusion. activation, % at 6.8 µM. 370,000 tested, 1.8% active. HEK293 GAL4-hgDAF12 UAS-luciferase reporter, agonist luminescence; normalized to butyrate control;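 active = activation above a cutoff set at the mean of all screened compounds plus 3 SD, cut at about 10% in these data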;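 also: 0% = DMSO wells and 100% = sodium butyrate wells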
ssDAF12 agonist = S. stercoralis DAF-12 nuclear receptor activators, primary screen, cell-based, luminescence, HEK293, GRIP1 co-expression, lit1-tk-luc. 370,000 tested, 1% active. activation, % at 6.8 µM. HEK293 ssDAF-12/GRIP1 lit1-tk-luc reporter; % of 3 µM dafachronic acid response. Nuclear hormone receptor DAF-12 (Strongyloides stercoralis);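 active = activation above the mean over all tested compounds plus 3 SD, cut at about 0.9% in these data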;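 also: 0% = DMSO-only wells and 100% = 3 µM delta7-dafachronic acid wells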
DAX1 inh-2 = DAX1 (NR0B1) inhibitors on StAR promoter, primary screen, cell-based, luminescence, SF-1 (NR5A1), full-length DAX-1. HEK293T StAR-luciferase reporter, SF-1/DAX-1 repression relief. 370,000 tested, 1.1% active. inhibition, % at 6.8 µM. AID 652010, 2013;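 active = inhibition above the mean over all tested compounds plus 3 SD, cut at about 3.6% in these data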;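 also: 0% = DAX-1 cells with DMSO and 100% = cells lacking DAX-1 with DMSO; higher inhibition means more luminescence from relief of DAX-1 repression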
ADAM10 inh = human ADAM10 inhibitors, primary screen, biochemical, QFRET, HTS | recombinant ADAM10, EDANS/DABCYL FRET peptide cleavage, 3 h | AID 720582, 2013 | Disintegrin and metalloproteinase domain-containing protein 10 (Homo sapiens), O14672 | 370,000 tested, 0.62% active | inhibition, % at 7 µM;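 active = inhibition above a per-campaign cutoff equal to the mean of compounds falling between control-based bounds plus 3 SD, cut at about 20% in these data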;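 also: 0% = DMSO wells while the 100% control is not disclosed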
Target sequence (O14672 214-748 limits assumed): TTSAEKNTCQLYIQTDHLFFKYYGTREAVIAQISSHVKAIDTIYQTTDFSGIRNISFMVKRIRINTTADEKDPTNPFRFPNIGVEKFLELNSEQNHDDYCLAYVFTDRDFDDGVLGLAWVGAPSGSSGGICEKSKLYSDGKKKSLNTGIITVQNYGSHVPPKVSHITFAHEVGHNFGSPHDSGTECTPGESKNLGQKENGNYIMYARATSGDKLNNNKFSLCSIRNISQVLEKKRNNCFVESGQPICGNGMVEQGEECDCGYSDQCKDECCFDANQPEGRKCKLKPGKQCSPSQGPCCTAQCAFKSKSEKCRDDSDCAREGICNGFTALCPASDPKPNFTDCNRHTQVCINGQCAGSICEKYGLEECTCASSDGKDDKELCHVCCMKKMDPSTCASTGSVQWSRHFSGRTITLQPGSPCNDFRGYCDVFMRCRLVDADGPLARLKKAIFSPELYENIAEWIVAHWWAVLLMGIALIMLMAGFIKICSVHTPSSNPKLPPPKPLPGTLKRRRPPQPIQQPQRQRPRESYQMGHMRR
An asterisk follows results filed as active; x = not tested or not shown.

SMILES	NPR1 activator	DAX1 inh-1	hcDAF12 agonist	SMARCA2 activ	ADAM17 inh	PG9 Ab binder	GAA850 FXN act	hgDAF-12 ag	ssDAF12 agonist	DAX1 inh-2	ADAM10 inh
CCOc1cc(C(=O)N2CCN(c3ccc(C(C)=O)cc3)CC2)cc(OCC)c1OCC	-1	1.2	-1.6	-3	-9	-1.2	0.2	-2.2	-1.6	0.3	-20
COCCCNC(=O)C[C@H]1C[C@@]2(C(=O)OC)C(=C[C@H](C(C)C)O[C@@H]2C2CC2)N(Cc2ccc(Cl)cc2Cl)C1=O	-20	x	-1.7	-3	5	x	x	-2.5	-1.2	0.5	8
COc1ccc(C(C)=O)cc1Cn1c(=O)cc(C)[nH]c1=O	-1	1.1	-2.0	-1	-1	-0.1	-0.6	-1.1	-1.6	0.0	0
C[C@@H]1CN([C@@H](C)CO)C(=O)c2cc(Br)cnc2O[C@H]1CN(C)C(=O)CCN1CCCCC1	4	-0.2	-0.4	-1	-3	2.2	-0.8	1.5	-1.3	0.5	-9
COc1cccc(/C=N/n2cncn2)c1OCC#N	0	0.6	-1.6	-1	-11	-0.5	1.6	-2.0	-1.0	0.1	-46
CC(Oc1ccccc1)C(=O)N/N=C/c1ccccn1 (centres undefined)	2	2.6	-0.4	-2	2	-1.2	0.3	4.4	-1.1	-0.1	-2
COCCOc1ccc(C(F)(F)F)cc1Nc1nc2ccccc2o1	-3	0.5	-1.3	4	-3	1.5	1.6	-0.1	-1.3	-1.8	0
COc1cccc(CN(C)C(=O)c2ccc(NC(=O)CC3SC(N4CCCC4)=NC3=O)cc2)c1OC (centres undefined)	-1	1.3	1.3	-2	1	0.4	0.7	0.7	-0.3	0.6	1
O=C(NCc1nc(-c2ccc(Cl)cc2)no1)c1ccc2c(c1)OCO2	-4	1.4	-0.3	-4	-4	-1.0	2.2	1.2	-0.6	0.2	3
COc1ccccc1CC(=O)N(Cc1ccccc1)c1ccc(C)cc1	-7	0.2	2.5	-2	0	-1.1	-2.8	-2.0	-1.0	-1.0	9
O=C(COc1ccccc1[N+](=O)[O-])N(Cc1cccc(Br)c1)C1CCS(=O)(=O)C1 (centres undefined)	-5	0.2	4.0	-3	0	0.5	-0.6	-0.6	0.0	-0.8	-5
COc1cccc(NC(=O)c2cccnn2)c1	2	2.1	0.2	2	-1	-1.6	0.8	3.5	-1.1	0.2	1
O=C(CS(=O)(=O)c1ccc(F)cc1)N1CCN(c2ccccc2)CC1	2	0.1	1.3	-2	0	-2.4	-1.9	4.8	-0.4	2.4	0
CCCCn1c(N)c(N(Cc2ccccc2OC)C(=O)COc2ccccc2C#N)c(=O)[nH]c1=O	-2	2.9	0.1	-2	-7	-0.2	0.8	-2.8	-0.4	0.8	-6
CCC(CC)C(=O)Nc1ccc([N+](=O)[O-])cn1	0	0.0	-0.4	-2	1	-3.3	2.6	1.9	-1.1	0.5	8

Reformatted with two lines to a compound: entries from further up
Results follow in this order: NPR1 activator, DAX1 inh-1, hcDAF12 agonist, SMARCA2 activ, ADAM17 inh, PG9 Ab binder, GAA850 FXN act, hgDAF-12 ag, ssDAF12 agonist, DAX1 inh-2, ADAM10 inh
O=C(NCc1nc(-c2ccc(Cl)cc2)no1)c1ccc2c(c1)OCO2
  -4, 1.4, -0.3, -4, -4, -1.0, 2.2, 1.2, -0.6, 0.2, 3
COc1cccc(CN(C)C(=O)c2ccc(NC(=O)CC3SC(N4CCCC4)=NC3=O)cc2)c1OC (centres undefined)
  -1, 1.3, 1.3, -2, 1, 0.4, 0.7, 0.7, -0.3, 0.6, 1

(continued)
SMILES	NPR1 activator	DAX1 inh-1	hcDAF12 agonist	SMARCA2 activ	ADAM17 inh	PG9 Ab binder	GAA850 FXN act	hgDAF-12 ag	ssDAF12 agonist	DAX1 inh-2	ADAM10 inh
CC(C)Oc1ccc(C(=O)Nc2ccccc2N2CCCC2)cc1	-4	-0.9	0.6	-1	-1	-2.5	-0.2	2.2	-1.4	-0.2	7
COc1ccc(C(=O)N/N=C/c2ccc(OC)c(CN3CCN(c4ccc(F)cc4)CC3)c2)cc1	-1	0.7	1.3	-3	-2	-4.6	-3.0	0.8	-1.8	0.1	-2
CCc1ccc(/C=N/NC(=O)c2c[nH]c3ccccc23)s1	0	0.0	3.5	5	-5	-0.4	1.0	6.9	0.1	1.8	-7
Cc1ccc(N(C(=O)c2csnn2)C(C(=O)NC(C)(C)C)c2ccncc2)cc1 (centres undefined)	-1	-0.6	2.7	-1	0	-3.2	-1.7	0.0	-0.7	0.8	14
CCOC(=O)C(=CNc1cc(Cl)c(-c2ccco2)c(Cl)c1)C(=O)OCC	4	-1.9	-3.4	-5	-7	-0.1	1.4	2.1	-2.0	-0.3	-20
COc1ccccc1/C=C/c1onc(C)c1S(=O)(=O)N1CCC(C(=O)NC2CCCCCC2)CC1	-2	1.0	0.0	2	-4	-3.9	0.4	0.8	-1.5	0.4	0
Cc1nnn(C23CC4CC(CC(C(=O)NN)(C4)C2)C3)n1	1	-0.6	-2.5	-4	-1	1.9	-0.5	-0.3	-0.5	0.0	-2
Cc1nnc(SCC(=O)N2CCC(C(N)=O)CC2)s1	1	0.7	0.7	-1	-4	0.9	-1.2	5.2	-0.8	-0.5	-4
CCc1ccc2nc(N(CCCN(C)C)C(=O)c3ccc(S(=O)(=O)N4CCc5ccccc5C4)cc3)sc2c1	-2	-0.3	-1.9	6	-5	-0.1	-4.7	-4.2	-1.4	-0.1	-5
CCC(C)N(C(=O)COc1ccccc1C(=O)NCc1ccccc1)C1CCS(=O)(=O)C1 (centres undefined)	-6	0.1	-1.3	-2	-2	-0.9	-1.3	1.2	-0.9	-1.2	-1
COc1cc2c(cc1OC)C(c1ccccc1F)NCC2 (centres undefined)	-4	-1.2	-0.7	-2	-3	0.5	0.2	0.1	-1.3	0.6	-6
O=C(COC(=O)CCOc1ccccc1)Nc1ccc(Cl)cn1	6	0.4	-0.1	-1	-4	0.9	3.3	-0.5	-1.4	-0.8	-14
Cc1ccccc1-c1cccc([C@@H]2C[C@H]3CN(Cc4cccnc4)C(=O)[C@]34CCCN24)c1	-1	-2.0	-1.8	-1	-3	-1.4	3.4	0.8	-1.4	-0.7	-2
COc1cccc(-c2nn(-c3ccccc3)cc2CN2CCCO2)c1	3	-0.8	-3.1	1	1	-2.3	0.8	-1.7	-1.1	-0.6	1
Cc1ccc(C2(SCC(N)C(=O)O)c3ccccc3-c3ccccc32)cc1 (centres undefined)	-4	0.3	-1.1	0	-2	1.6	-2.3	0.4	-1.0	-0.1	-10
NC(=O)N(CCC(=O)O)c1ccccc1	0	1.0	-2.4	-2	-5	0.0	0.9	2.2	-1.7	-0.2	6
CSc1ccc(C(c2c(C)[nH][nH]c2=O)c2c(C)[nH][nH]c2=O)cc1	7	1.7	-2.4	-4	5	-3.3	-1.8	-2.6	-1.8	-0.6	18
COc1ccc(CC(=O)Nc2ccc(C)cc2O)cc1S(=O)(=O)N1CCOCC1	0	0.6	2.9	1	-1	-3.8	0.3	-1.2	-0.4	1.9	3
O=C(O)C/C(=C\c1ccc2c(c1)OCO2)c1nc2ccccc2s1	4	0.8	0.8	1	-9	-1.2	-0.9	-1.4	-0.8	-0.2	-9
CCc1ccc(Nc2nnc(SCC(=O)Nc3cccnc3Cl)s2)cc1	-3	0.1	-1.6	2	-1	-1.8	0.1	2.2	-1.0	-0.7	2
CC(=O)Nc1cccc(C(=O)NCCc2ccco2)c1	-1	1.9	0.9	7	-9	0.9	4.3	5.3	0.5	0.4	1
CCOc1ccc(N(CC(=O)NC2CCCCCC2)S(=O)(=O)c2c(C)noc2C)cc1	0	4.0	-2.1	-2	-1	1.0	-1.1	2.8	-0.8	1.2	9
CC(=O)N1CCc2cc(Br)cc(S(=O)(=O)NCCCN(C)Cc3ccccc3)c21	0	0.4	-0.5	-2	-1	-0.8	1.8	0.2	-1.2	0.0	1
CCC1(c2ccccc2)NC(=O)N(CC(=O)N(CC(=O)Nc2ccccc2C(F)(F)F)Cc2ccco2)C1=O (centres undefined)	1	-0.5	-1.2	-2	0	0.5	-0.4	1.2	-1.3	-0.3	81*
CN(C)Cc1c(-c2ccc(Cl)cc2)nc2ccc(Cl)cn12	3	-0.5	-0.3	-1	-1	-0.9	1.6	-2.1	-1.4	-0.1	-14
O=S1(=O)N[C@@H](Cc2ccccc2)COc2cccc(NCCO)c21	-3	x	0.4	1	-5	-1.1	x	4.8	-0.7	-0.2	-15
COCCn1c(C)cc(C(=O)CN2c3cccc4cccc(c34)S2(=O)=O)c1C	-3	-0.4	3.9	-1	-10	-0.2	3.1	-1.5	-0.1	-0.8	-56
COc1ccc2oc(C)c(C(=O)c3ccc(C)cc3)c2c1	-7	1.2	-0.7	5	2	-3.9	2.5	5.1	-0.8	-0.1	3
Oc1cc(O)c2c(c1)OC(c1ccc(O)c(O)c1)C(O)C2 (centres undefined)	-2	0.7	-1.3	0	-5	-0.5	3.9	4.3	-1.3	1.1	-10
NS(=O)(=O)c1cccc(NC(=O)CN2C(=O)C(=O)N(Cc3ccccc3)C2=O)c1	0	-1.0	-0.8	-4	-3	-2.8	2.0	2.3	-0.7	0.9	-8
Cc1ccc(C)c(S(=O)(=O)N2CCN(c3ncccn3)CC2)c1	-3	0.9	0.7	0	-5	-0.7	1.7	0.1	-0.8	-0.3	-8
COc1ccc(CC(NC(C)=O)C(=O)NC2CCN(S(=O)(=O)c3ccccc3)CC2)cc1OC (centres undefined)	0	0.9	0.3	-4	-6	3.4	1.5	0.1	-1.5	-0.8	-4
CCCc1nnc(NC(=O)COc2ccc3c(c2)OCO3)s1	0	0.5	0.8	-4	0	-0.3	-1.4	-0.3	-1.5	0.3	1
CCOc1ccc(C2C(C(=O)c3ccc(C)o3)=C(O)C(=O)N2CCCN(CC)CC)cc1 (centres undefined)	4	-1.4	-1.2	0	-5	2.0	-0.2	6.5	-1.8	0.5	-8
COc1ccc(N2CCN(C(=O)c3ccccc3Br)CC2)c([N+](=O)[O-])c1	0	-2.8	-1.1	-4	-3	2.0	-1.0	1.4	-2.1	-1.2	0
COc1ccc(NC(=O)CN(c2ccc(OC)c(Cl)c2)S(=O)(=O)c2ccccc2)cc1	-7	0.1	-2.0	-1	8	-0.9	-1.0	-0.5	-0.9	-0.3	14
CCOc1ccccc1/C=C(\C#N)C(=O)Nc1cccc(C(=O)O)c1	-4	-0.2	-1.2	1	2	-2.3	0.9	0.7	-0.7	-0.3	3
O=C(Nc1nnc(-c2ccccc2)o1)c1cc(Cl)sc1Cl	4	1.2	-2.6	-5	0	-2.9	-1.9	2.3	-1.1	0.3	7
